Compound activity (PubChem)
CHRM4 antagonist: antagonists of human muscarinic M4 receptor (CHRM4); P08173; CHO-hM4 cells, ACh EC80, Fluo-8 calcium fluorescence; inhibition, % at 3 µM; AID 624125; 360,000 compounds, 0.73% hits;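 active = inhibition above its plate's cutoff, the mean inhibition of sample wells plus 3 SD, cut at about 27% in these data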;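 also: 0% = acetylcholine EC80 with DMSO and 100% = DMSO without agonist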
M1 antag: antagonists of human M1 muscarinic receptor; 360,000 compounds, 1.3% hits; AID 588852; CHO-K1 hM1, Fluo-8 calcium fluorescence, ACh EC80 antagonist; inhibition, % at 3 µM; P11229;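 active = percent inhibition above its own plate's cutoff, namely the mean of that plate's compound wells plus 3 SD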;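 also: peak over basal fluorescence ratio during 140 s after agonist addition; 0% = ACh EC80 plus DMSO and 100% = DMSO alone without agonist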
Target sequence (P11229 whole entry, looked up): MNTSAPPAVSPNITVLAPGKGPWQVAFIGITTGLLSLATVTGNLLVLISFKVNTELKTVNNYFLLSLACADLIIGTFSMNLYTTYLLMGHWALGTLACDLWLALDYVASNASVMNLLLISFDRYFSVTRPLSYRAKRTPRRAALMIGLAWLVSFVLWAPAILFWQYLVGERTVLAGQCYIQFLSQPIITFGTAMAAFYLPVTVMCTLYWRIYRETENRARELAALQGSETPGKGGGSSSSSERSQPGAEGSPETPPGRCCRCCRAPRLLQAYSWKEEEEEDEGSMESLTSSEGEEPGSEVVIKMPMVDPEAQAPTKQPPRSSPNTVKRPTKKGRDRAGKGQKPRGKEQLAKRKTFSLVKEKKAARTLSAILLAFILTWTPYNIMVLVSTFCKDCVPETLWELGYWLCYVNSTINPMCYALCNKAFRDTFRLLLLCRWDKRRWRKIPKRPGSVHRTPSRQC
CHRM4 agonist: CHRM4 agonism in calcium assay; AID 624127; activation, % at 3 µM; 360,000 compounds, 0.14% hits; CHO-K1 hM4/Gqi5, Fluo-8 calcium fluorescence; vehicle 0%, full acetylcholine response 100%; P08173;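 active = activation above the run mean over all test wells plus 3 SD, cut at about 32% in these data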;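 also: peak over basal fluorescence ratio per well then scaled between controls; 0% = DMSO wells and 100% = acetylcholine at EC100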
TAAR1 ag: agonists of human TAAR1. 360,000 compounds, 0.99% hits. CHO RD-HGA16 TAAR1, Fluo-8 calcium fluorescence; vehicle wells 0%, saturating PEA agonist 100%. activation, % at 3 µM;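 active = activation above the mean activation of all test compounds in the run plus 3 SD, cut at about 38% in these data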
Target sequence (Q96RJ0 whole entry, looked up): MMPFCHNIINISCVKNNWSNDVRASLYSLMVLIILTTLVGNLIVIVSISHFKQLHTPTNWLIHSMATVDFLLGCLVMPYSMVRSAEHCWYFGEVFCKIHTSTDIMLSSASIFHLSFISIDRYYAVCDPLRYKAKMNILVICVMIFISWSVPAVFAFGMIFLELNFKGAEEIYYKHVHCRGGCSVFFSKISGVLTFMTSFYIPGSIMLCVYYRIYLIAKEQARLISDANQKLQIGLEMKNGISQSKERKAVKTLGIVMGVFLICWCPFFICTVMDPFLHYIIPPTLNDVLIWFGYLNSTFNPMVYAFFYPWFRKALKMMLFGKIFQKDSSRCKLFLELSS
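Test system: RD-HGA16 (CHO) cells co-expressing Gα16 and hTAAR1 | Doses: Single dose, 3 µM | Schedule: 17-24 h seeding, 75 min 37 °C dye, 30 min RT | Evaluation: % activation from peak over basal fluorescence ratio, DMSO-to-PEA scaled | Technique: Kinetic Fluo-8 calcium fluorescence | Benchmarks: Low control DMSO, high control PEA (EC100)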
CHRM1 PAM: human CHRM1 positive allosteric modulation; 360,000 compounds, 0.088% hits; CHO-K1 hM1, Fluo-8 calcium fluorescence, ACh EC20; 0% = ACh EC20, 100% = maximal ACh; activation, % at 3 µM; AID 588819; in the data active = activation above about 19%, passing the limit was not always enough
CHRM1 agonist: activates human CHRM1 receptor. P11229. CHO-K1 hM1, Fluo-8 calcium fluorescence, agonist mode; 0% DMSO, 100% acetylcholine EC100. activation, % at 3 µM. 360,000 compounds, 0.33% hits. AID 588814;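 active = activation above the run's mean compound activation plus 3 SD, cut at about 16% in these data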;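 also: peak over basal fluorescence ratio within a 140 s kinetic read after compound addition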
M5 PAM: CHRM5 positive allosteric modulation; P08912; CHO-K1 hM5, Fluo-8 calcium, ACh EC20 PAM; 0% = ACh EC20, 100% = ACh EC100; activation, % at 3 µM; 360,000 compounds, 0.3% hits; AID 624038;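 active = activation above the run cutoff, the mean activation of all test compounds plus 3 SD, cut at about 18% in these data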
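system = human M5 receptor in CHO-K1 cells | compound = one concentration, 3 µM final (nominal) | schedule = Post-acetylcholine fluorescence recording 140 s | signal = Fluo-8 calcium dye fluorescence, kinetic read | benchmarks = low control EC20 acetylcholine (0%), high control EC100 acetylcholine (100%) | repeats = singlicate, one well per test compound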
CHRM5 antagonist: CHRM5 antagonism in calcium assay. P08912. CHO-hM5 cells, Fluo-8 calcium fluorescence, ACh EC80. inhibition, % at 3 µM. 360,000 compounds, 0.59% hits. AID 624040;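 active = inhibition above a per-plate cutoff, the mean of that plate's test compounds plus 3 SD, cut at about 27% in these data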;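 also: 0% = acetylcholine EC80 with DMSO and 100% = DMSO without agonist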
CHRM5 agonist: agonists of human muscarinic M5 receptor (CHRM5) | activation, % at 3 µM | 360,000 compounds, 0.19% hits | CHO-K1 hM5 cells, Fluo-8 calcium fluorescence; 0% DMSO wells, 100% maximal acetylcholine response;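 active = activation above the run's mean over test compounds plus 3 SD, cut at about 23% in these data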;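 also: signal is peak over basal fluorescence ratio across the kinetic read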
* = called active by the depositor; nt = not tested or not shown. Some of the compounds tested; count on the stated rates, not on these rows.

The first 5 compounds (preview)
SMILES	CHRM4 antagonist	M1 antag	CHRM4 agonist	TAAR1 ag	CHRM1 PAM	CHRM1 agonist	M5 PAM	CHRM5 antagonist	CHRM5 agonist
Cc1ccccc1NC(=O)c1c(C)[nH]c(=S)c(C#N)c1-c1ccc(Cl)cc1	1	-2	1	0	10	-4	-8	16	-5
OC(CC(O)c1ccccc1)c1ccccc1 (stereo unspecified)	-8	-3	1	0	0	-2	2	10	1
Cc1ccc(S(=O)(=O)N2CCC(C(N)=O)CC2)c(C)c1C	4	-18	1	2	14	-1	0	0	2
Cc1ccc(S(=O)(=O)N2CCOCC2)cc1NC(=O)c1cc2ccccc2oc1=O	-5	2	1	1	3	-2	-5	7	2
CCOCCCNC(=O)CCCOc1ccccc1	4	-13	1	4	10	-2	5	-1	0

Results, previewed entries included:
SMILES	CHRM4 antagonist	M1 antag	CHRM4 agonist	TAAR1 ag	CHRM1 PAM	CHRM1 agonist	M5 PAM	CHRM5 antagonist	CHRM5 agonist
Cc1ccccc1NC(=O)c1c(C)[nH]c(=S)c(C#N)c1-c1ccc(Cl)cc1	1	-2	1	0	10	-4	-8	16	-5
OC(CC(O)c1ccccc1)c1ccccc1 (stereo unspecified)	-8	-3	1	0	0	-2	2	10	1
Cc1ccc(S(=O)(=O)N2CCC(C(N)=O)CC2)c(C)c1C	4	-18	1	2	14	-1	0	0	2
Cc1ccc(S(=O)(=O)N2CCOCC2)cc1NC(=O)c1cc2ccccc2oc1=O	-5	2	1	1	3	-2	-5	7	2
CCOCCCNC(=O)CCCOc1ccccc1	4	-13	1	4	10	-2	5	-1	0
O=C(NCCC1CCCCN1S(=O)(=O)c1ccc(Cl)cc1)C(=O)NCc1cccnc1 (stereo unspecified)	3	-8	5	1	6	-6	-1	13	-7
Cc1ccccc1S(=O)(=O)Cc1ccc(C(=O)N2CCN(c3ncccn3)CC2)o1	4	-4	8	14	2	-3	-5	1	1
CCOc1ccc(NC(=O)CCC(=O)c2ccc(OC)cc2)cc1	5	-17	1	0	16	-3	-3	10	-10
CC1CC(C)CN(c2ccc(C(=O)OCC(=O)NC3CCCc4ccccc43)cc2[N+](=O)[O-])C1 (stereo unspecified)	1	2	0	-1	-3	-5	2	2	-3
O=C(c1ccccc1F)N1CCN(Cc2ccccc2F)CC1	10	-3	0	3	4	-5	1	1	-1
Cc1ccc(C(=O)N(CC(=O)Nc2ccc(Cl)c(Cl)c2)Cc2ccco2)cc1	-7	3	1	-1	1	-4	7	-7	0
C/C(=N\NC(=O)c1ccc(CN2CCOCC2)cc1)c1ccc(NC(=O)c2ccccc2)cc1	9	-5	2	7	3	-7	5	4	-1
CCOc1ccc(-c2[nH]ncc2-c2ccc(Cl)cc2)c(O)c1	-15	-12	0	0	11	-3	-2	2	-3
CCOC(=O)c1ccc(N2C(=O)C=C(N3CCOCC3)C2=O)cc1	-9	-11	1	5	14	0	4	0	-2
C=CCNc1nc(-c2sc(NC(=O)CC)nc2C)cs1	-6	-4	1	10	2	-4	-4	3	-4
CC(=O)NC1C(=O)Nc2c1cccc2C(F)(F)F (stereo unspecified)	-18	-3	1	6	2	-3	-2	-19	-3
COc1ccc(NC(=O)CSc2nc(N)c3cc4c(nc3n2)CC(C)(C)OC4)cc1	-3	5	13	0	-3	-4	0	-3	4
COc1ccc(NC(=O)NN2CCN(C)CC2)cc1	-14	-7	1	1	7	-4	1	-4	-2
CC(Oc1cc2oc(=O)c3c(c2cc1Cl)CCC3)C(=O)NCCN1CCOCC1 (stereo unspecified)	-26	-4	2	2	5	-4	0	-10	-5
N#CC1=C(N)OC2=C(CC/C2=C\c2ccccc2Cl)C1c1ccccc1Cl (stereo unspecified)	2	7	2	16	-2	-3	-4	7	1
CCCCOC(=O)Nc1cccc(C(C)=O)c1	6	-5	0	5	5	-4	1	-6	0
CN(CC1CCCN(CCc2cccc(C(F)(F)F)c2)C1)C(=O)c1cc2ccccc2o1 (stereo unspecified)	-6	52*	10	1	-40	-13	-14	6	-9
COc1ccc(-c2cnnc(N/N=C/c3ccc(O)c(O)c3)n2)cc1	13	2	3	1	-1	-7	3	-1	-2
Cc1c(O)ccc(C(=O)CN2CCN(c3ccccc3)CC2)c1O	-1	11	19	3	-3	1	-9	15	-2
C[C@H](CO)N1C[C@H](C)[C@H](CN(C)C(=O)c2ccccc2)OCc2ccccc2-c2c(n(C)c3ccccc23)C1=O	-9	-10	6	16	11	-5	1	0	0

Following part:
SMILES	CHRM4 antagonist	M1 antag	CHRM4 agonist	TAAR1 ag	CHRM1 PAM	CHRM1 agonist	M5 PAM	CHRM5 antagonist	CHRM5 agonist
CCCC(C)NC(=O)c1ccccc1SC (stereo unspecified)	3	-12	0	4	7	-3	-4	3	-4
O=C(O)c1ccc2nc(-c3ccccc3)c(-c3ccccc3)nc2c1	-2	-14	1	1	6	-2	0	0	3
CCOC(=O)c1c(C)[nH]c(C(=O)OCC(=O)NCc2ccco2)c1C	-4	-6	4	-1	3	-3	4	1	0
COc1ccc(-c2cnc3c(NC(C)=O)cc(-c4ccccc4OC)cn23)cc1OC	-4	3	11	7	-6	-1	-13	12	1
CC(C(=O)Nc1ccc2c(c1)OCCO2)c1ccc([N+](=O)[O-])cc1 (stereo unspecified)	3	6	17	128*	-2	42*	-11	1	32*
O=C(CCNc1cccc(Cl)c1)c1ccco1	-3	4	0	6	15	11	-7	7	2
O=C(C(c1ccccc1)c1ccccc1)N1CCN(c2ccccn2)CC1	-9	-12	1	0	4	-6	2	-4	-6
CCc1nc2ccc(C(=O)NCCc3ccc(OC)cc3)cc2nc1CC	-7	4	5	3	-11	-8	-10	14	-3
CN1CCN(CCP(=O)(c2ccccc2)c2ccccc2)CC1	2	-14	0	9	-2	-5	-5	1	-2
C[C@@H]1COC(=O)[C@@H](Cc2ccc(F)cc2)C/C=C\C[C@H](CC(=O)N(CCO)Cc2ccccc2)C(=O)N1	-10	-9	3	1	7	-4	0	-1	-1
CS(=O)(=O)N(CC(=O)N1CCOCC1)c1cc(Cl)ccc1Cl	6	1	2	-1	1	-3	3	-10	4
c1coc(-c2nn3c(-c4ccco4)nnc3s2)c1	10	-3	1	19	9	-3	3	1	0
O=C(O)CC1c2ccccc2CCN1S(=O)(=O)c1ccccc1 (stereo unspecified)	4	-13	0	9	9	-4	-2	-8	0
COC(=O)CC1=C(C(=O)OC)C(c2cccs2)C(C#N)=C(N)O1 (stereo unspecified)	1	-7	0	11	9	-3	2	-2	-3
CCOC(=O)c1[nH]c(C)c(C(=O)OCC(=O)N2CCc3ccccc32)c1C	8	7	10	13	-8	0	-7	1	2
Oc1ccc(NC(=S)Nc2ccc(O)cc2)cc1	6	-18	0	7	11	-3	0	-12	0
O=C(NCc1cccs1)C1CCC(CNS(=O)(=O)c2cccs2)CC1 (stereo unspecified)	-4	-3	2	12	3	-4	-5	12	1
COc1cc(C2C(C#N)=C(N)Oc3cc(C)n(CCN4CCOCC4)c(=O)c32)cc(OC)c1OC (stereo unspecified)	-4	1	0	3	4	-2	1	-1	0
COCCN1CCN(C(=O)C2CCC(=O)N(Cc3ccccc3OC)C2)CC1 (stereo unspecified)	-13	5	0	-1	2	-4	13	-6	-3
O=S(=O)(Nc1ccccc1)c1cccc2nsnc12	-1	-8	0	2	4	-5	1	-1	-14
CN(C)CC#Cc1cccc(-c2nc(C(=O)O)cc3c2[C@@H](CCO)N(S(=O)C(C)(C)C)C3)c1 (stereo partly specified)	-3	-10	1	3	-4	-2	-1	11	1
N/C(=N\OC(=O)CSc1ccccc1)c1ccc([N+](=O)[O-])cc1	5	-2	1	8	-1	-8	-10	-3	-1
N#CCSc1nnc(-c2ccccc2)c(-c2ccccc2)n1	-1	-17	0	4	6	-5	3	3	0
COc1ccccc1CN(C)C(=O)c1ccc2c(c1)NC(=O)CS2	-2	-19	6	9	8	-3	-2	2	1
CCOC1=C/C(=C/c2c(N)n3nc(CC(=O)N4CCCCC4)sc3nc2=O)C=CC1=O	6	16	2	7	-7	-2	-1	11	1

Following part.
SMILES	CHRM4 antagonist	M1 antag	CHRM4 agonist	TAAR1 ag	CHRM1 PAM	CHRM1 agonist	M5 PAM	CHRM5 antagonist	CHRM5 agonist
Cc1cc(NC(=O)c2cccc(F)c2)ncc1NC(=O)c1ccco1	-2	-18	2	12	2	-4	5	-7	-6
COc1ccc(C2/C=C\CN(Cc3ccco3)CC(=O)N2Cc2ccc(F)cc2)cc1 (stereo unspecified)	-4	0	3	1	4	-5	9	-11	3
COc1ccc(NC(=S)NC(NC(=O)c2cccc(Cl)c2)C(Cl)(Cl)Cl)c([N+](=O)[O-])c1 (stereo unspecified)	8	26	21	29	-14	8	-19	39*	12
Cn1cc(CN2CCC(C(=O)N3CCCC3)CC2)c(-c2ccccc2F)n1	2	-8	0	0	2	-7	-5	9	-1
CCOc1ccc(C(C)=O)cc1N1C(=O)C2C3C=CC(C3=C(C)C)C2C1=O (stereo unspecified)	-10	6	6	nt	-6	-3	-2	-4	1
CC(C)Oc1ccc(CC(=O)NNC(=S)Nc2ccc(Br)cc2)cc1	14	3	1	3	-1	-2	-6	8	-1
Cc1cc(C)c(S(=O)(=O)N2CCCC(C(=O)NCc3ccccn3)C2)c(C)c1 (stereo unspecified)	-3	6	4	-2	-6	-3	0	-1	1
Cc1ccc(-n2c(C)nn(CCOc3ccccc3)c2=O)cc1	-8	-2	2	4	6	-2	3	5	-4
Cc1cc(Cl)ccc1OCCCC(=O)NCCN1C(=O)S/C(=C\c2cccnc2)C1=O	0	9	14	8	-10	-3	-9	1	4
Cc1ccccc1C(=O)c1c[nH]c(C(=O)NCC2CCCO2)c1 (stereo unspecified)	9	11	1	11	-7	-2	6	1	0
CC1(C)N([O-])C2=C(c3ccccc3C2=O)[N+](=O)C1(C)C	-1	-11	1	3	15	-2	2	2	1
O=c1[nH]nc(SCc2nnc(-c3ccc([N+](=O)[O-])cc3)o2)n1C1CCCCC1	-18	-14	2	0	2	-3	1	4	-2
CCn1c(COc2ccccc2C)nnc1SCC(=O)N1CCCCC1	-2	-12	1	5	13	-7	-3	1	-1
CCOC(=O)c1nn2c(C(F)(F)F)cc(-c3ccc(OC)cc3)nc2c1Br	-5	-3	1	6	-3	-3	4	1	1
CC(C)(C)N(Cc1ccccc1)C(=O)CCc1ccccc1	1	-4	-2	14	2	-10	-6	5	-4
COc1cccc(Nc2nnc(SCc3cc([N+](=O)[O-])cc4c3OCOC4)s2)c1	9	9	5	3	-2	-2	-14	5	-4
O=C(NCc1nc(-c2ccc(C(F)(F)F)cc2)no1)Nc1ccc(OC(F)(F)F)cc1	0	1	2	3	2	2	14	-23	8
O=C(c1ccccc1)N(NC(=O)C(O)(c1ccccc1)c1ccccc1)c1cccc(F)c1	13	7	2	1	-6	-7	-8	7	-4
O=C(CN(Cc1ccc(Br)cc1)S(=O)(=O)c1ccccc1)NCc1ccncc1	0	-11	8	1	16	5	-5	20	-2
O=C(N/N=C/CCc1ccccc1)C1CCCCC1	-4	-10	-2	2	7	-2	1	-5	-4
